tim10-1 inh: growth inhibitors of tim10-1 mutant yeast; S. cerevisiae tim10-1 ts strain growth, BacTiter-Glo, 24 h; inhibition, % at 20 µM; 330,000 compounds, 2.2% hits;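 active = inhibition of at least 40%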;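 also: mutant grown at 25 °C; 0% = DMSO wells with yeast and 100% = wells holding no yeast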
697 NFkB inh: inhibitors of the PMA/ionomycin-induced NF-kB reporter in 697 B cells | 697 B-cell NF-kB luciferase reporter, 16 h | inhibition, % at 4 µM | 330,000 compounds, 0.33% hits | AID 435022; in the data active = inhibition above about 35%
tim23-1 inh: growth inhibitors of tim23-1 mutant yeast; AID 463212; 330,000 compounds, 1.3% hits; S. cerevisiae tim23-1 growth, BacTiter-Glo luminescence, 24 h; inhibition, % at 20 µM;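 active = growth inhibition of the mutant yeast at or above 50%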;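 also: temperature-sensitive mutant grown at 25 °C; plate controls were DMSO-treated mutant yeast for no effect and medium wells lacking yeast for full effect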
UPR XBP1 act: activators of adaptive arm of unfolded protein response (XBP1). CHO-XBP1 luciferase reporter, IRE1-XBP1 UPR activation, luminescence; percent of tunicamycin response, DMSO as zero. activation, % at 20 µM. 330,000 compounds, 0.33% hits. AID 463104;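 active = versus positive control, 20 µM dose yields 30% or more activation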;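 also: 100% = tunicamycin at 10 µg/mL and 0% = DMSO only wells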
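Material: CHO cell line with stable XBP1 luciferase reporter; buffer or medium: F12 medium containing 10% fetal bovine serum; compound: single point, 20 µM final compound, 1% DMSO; incubation: 6 h treatment, 37 °C; measured by: glow luminescence from Steady-Glo reagent; evaluation: activation, % of tunicamycin; control set: tunicamycin high, DMSO low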
Jurkat NFkB inh: lowers PMA/ionomycin-induced NF-kB signal in Jurkat cells. PMA/ionomycin-induced NF-kB luciferase reporter, luminescence. inhibition, % at 4 µM. AID 435003. 330,000 compounds, 0.53% hits; in the data active = inhibition above about 50%
TIM10 inh: inhibits growth of TIM10 yeast strain. S. cerevisiae TIM10 strain growth, BacTiter-Glo luminescence, 24 h. inhibition, % at 10 µM. 330,000 compounds, 1.4% hits. AID 463195;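 active = inhibition of 40% or more at the single tested concentration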;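 also: wild-type TIM10 isogenic control strain grown at permissive 25 °C; 0% = DMSO yeast wells and 100% = minimal medium wells without yeast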
CHOP UPR activ: activators of apoptotic arm of unfolded protein response (CHOP). AID 449763. CHO-CHOP luciferase reporter, UPR activation, luminescence; percent of tunicamycin response over DMSO baseline. 330,000 compounds, 0.34% hits. activation, % at 10 µM;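 active = at 10 µM dose, activation of 40% or more, normalized to positive control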;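 also: 100% = tunicamycin at 10 µg/mL and 0% = DMSO alone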
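Dosing – one dose, 10 µM in 0.5% DMSO · System – CHO-CHOP cells, stable luciferase reporter of PERK-eIF2a-CHOP signalling · Input – 500 cells/well · Control set – tunicamycin 10 µg/mL final as positive, DMSO-only wells as negative · Timing – 6 h compound treatment, 37 °C · Measure – % activation vs tunicamycin · Technique – luminescence read with Steady-Glo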
Mdm2 MdmX PPI: disrupts the human Mdm2-MdmX interaction; SaOS-2 split-luciferase Mdm2/MdmX complementation, luminescence; 330,000 compounds, 3% hits; inhibition, % at 8 µM; O15151+Q00987; AID 485346;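 active = inhibition of at least 50% at 8 µM in the primary screen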
Target sequence (O15151 whole entry, looked up): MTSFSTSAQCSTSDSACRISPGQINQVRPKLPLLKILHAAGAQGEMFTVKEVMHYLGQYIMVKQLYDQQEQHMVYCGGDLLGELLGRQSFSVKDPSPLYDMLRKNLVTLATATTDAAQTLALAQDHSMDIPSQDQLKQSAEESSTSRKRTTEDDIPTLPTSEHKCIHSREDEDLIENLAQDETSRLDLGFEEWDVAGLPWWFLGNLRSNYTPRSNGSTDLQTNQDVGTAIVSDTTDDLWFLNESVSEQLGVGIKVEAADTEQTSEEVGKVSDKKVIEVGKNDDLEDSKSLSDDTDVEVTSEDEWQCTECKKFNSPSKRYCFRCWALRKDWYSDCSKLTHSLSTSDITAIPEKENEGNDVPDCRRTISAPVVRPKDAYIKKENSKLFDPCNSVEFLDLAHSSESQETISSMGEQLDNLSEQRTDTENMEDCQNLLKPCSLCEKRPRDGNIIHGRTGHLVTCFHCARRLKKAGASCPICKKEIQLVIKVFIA
Target sequence (Q00987 whole entry, looked up): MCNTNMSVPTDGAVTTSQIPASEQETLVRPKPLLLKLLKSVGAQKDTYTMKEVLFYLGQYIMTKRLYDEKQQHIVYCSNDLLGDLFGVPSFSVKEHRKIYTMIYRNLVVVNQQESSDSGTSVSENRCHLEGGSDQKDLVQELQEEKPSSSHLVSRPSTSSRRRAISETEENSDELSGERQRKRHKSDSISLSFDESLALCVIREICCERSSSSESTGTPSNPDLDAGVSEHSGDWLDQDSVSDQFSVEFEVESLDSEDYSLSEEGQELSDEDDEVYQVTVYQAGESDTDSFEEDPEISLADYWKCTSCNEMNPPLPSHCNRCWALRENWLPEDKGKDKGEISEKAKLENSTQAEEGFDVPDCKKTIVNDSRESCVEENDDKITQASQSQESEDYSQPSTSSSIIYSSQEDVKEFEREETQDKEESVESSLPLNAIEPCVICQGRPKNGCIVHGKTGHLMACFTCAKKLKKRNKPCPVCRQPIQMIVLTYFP
* hit, by the source's call; . = no result given.

SMILES	tim10-1 inh	697 NFkB inh	tim23-1 inh	UPR XBP1 act	Jurkat NFkB inh	TIM10 inh	CHOP UPR activ	Mdm2 MdmX PPI
COc1ccc(CNCCNC(=O)c2ccco2)c(OC)c1OC	3	-8	3	0	-2	-1	0.4	9
OC1CCCCC1Sc1nc2ccccc2s1 (stereo unspecified)	19	-46	19	-3	-27	21	7.5	-24
COc1cc(C2(c3ccc(O)c(OC)c3)C(=O)Nc3c(C)cc(Br)cc32)ccc1O	29	4	33	-1	6	8	-0.8	7
CCC(C)c1ccc(N(CC(=O)NC(C)(C)C)C(=O)CNC(=O)c2cccs2)cc1 (stereo unspecified)	35	-32	20	4	-23	12	-1.8	18
CCCNC(=S)NC1CC2CCCC(C1)N2Cc1ccc(F)cc1 (stereo unspecified)	-15	2	-6	0	7	-13	0.2	6
CS(=O)CSc1nc2c(cc1C#N)CCCC2 (stereo unspecified)	-1	16	-2	-2	-7	2	-0.1	13
CCOc1ccc(NS(=O)(=O)c2cc(OCC(N)=O)c(C)cc2Cl)cc1	1	3	13	-1	8	0	1.5	18
Cc1ccc(-n2c(SCC(=O)N3CCCCC3)nc(O)cc2=O)cc1	-9	0	9	2	-4	6	2.1	8
COc1ccc(C2CC(c3ccc(OC)cc3O)=NN2C(=O)c2ccccc2)cc1 (stereo unspecified)	32	4	27	-3	-23	3	-1.5	20
O=C(N/N=C/c1ccccc1C(=O)O)c1cc(-c2ccc3c4c(cccc24)CC3)n[nH]1	14	-9	16	0	-1	25	-0.6	1
C/C(O)=c1/ccc2cccc3nc(C)nc1c23	-5	2	10	5	13	1	0.6	49
CCOc1ccc(CN2CCN(CC3=Cc4cccc(OC)c4OC3)CC2CCO)cc1 (stereo unspecified)	19	-2	12	4	25	12	-1.5	7
COc1ccc(N2CCN(C3CCCN(C(=O)c4ccoc4)C3)CC2)cc1 (stereo unspecified)	-10	12	-5	-4	5	-5	-2.4	29
COC(=O)C1=C(C)N(c2ccccc2)/C(=C/c2ccco2)C1=O	4	11	28	0	15	22	-0.2	5
CC1CCN(C(=O)CC(NC(N)=O)c2ccccc2Cl)CC1 (stereo unspecified)	1	6	9	-5	19	2	0.8	10
O=C(NC(=S)NCc1ccco1)c1ccccc1[N+](=O)[O-]	0	-9	16	5	6	-13	2.6	16
COc1cc(C(=O)O)nc(OC)n1	0	14	-13	0	4	9	2.0	5
O=C(Cn1cc([N+](=O)[O-])cn1)Nc1ccn(Cc2c(F)c(F)c(F)c(F)c2F)n1	8	6	21	-2	-4	18	-0.2	8
C#CCNc1c(C)c(C)nc2ncnn12	17	13	-9	-2	4	-5	-0.2	3
Cc1ccc(C2=CC(=O)C[C@H](c3ccc4c(c3)OCO4)C2)cc1	16	-9	42	5	4	10	-0.8	23
CCOC(=O)C1CCN(S(=O)(=O)c2ccc3c(c2)N(C(C)=O)CC(C)S3)CC1 (stereo unspecified)	30	-13	19	-6	22	-3	4.4	21
Cc1nnc2c(NCC(C)c3ccccc3)nc3ccccc3n12 (stereo unspecified)	26	-2	17	0	15	3	-0.1	32
O=C(CCCN1C(=O)/C(=C\c2ccccc2)SC1=S)Nc1ccc(C(=O)O)cc1	11	19	22	-3	-11	3	0.4	-6
O=C(CSc1cccc[n+]1[O-])Nc1ccc(Cl)cc1F	-3	7	4	2	10	8	0.0	3
CCNC(=O)NCCNC(=O)c1cc(OCC(F)(F)F)ccc1OCC(F)(F)F	-5	11	6	0	-3	3	0.2	-25
COC(=O)c1ccccc1NC(=S)NC(=O)c1ccc(C)cc1	26	13	60*	2	-4	51*	-0.1	13
COc1ccc(CNC(=O)C2CCN(S(=O)(=O)c3cccc4nonc34)CC2)cc1	-13	5	4	-5	17	10	3.5	1
COC(=O)c1cccnc1SCc1ccccc1	16	6	12	-1	-4	6	-0.4	11
COc1ccc(-n2nc(C(=O)NCC(=O)NC(C)C)c3ccccc3c2=O)cc1OC	0	1	-8	-3	0	-13	0.9	-2
O=S(=O)(NCc1cccnc1)c1ccc(Br)c2ccccc12	11	8	11	-2	-3	18	1.1	4
Cn1nc(C(F)(F)F)cc1C(=O)O	2	-8	-3	1	-21	7	-1.4	-4
O=C1CC(NNc2nc3ccccc3s2)C(=O)N1c1ccccc1 (stereo unspecified)	7	-5	-15	1	11	5	-0.7	-27
C=CCn1c(C)cc(C(=O)CSc2nnc(Cc3ccccc3)o2)c1C	17	-15	-23	-2	0	11	0.9	11
COc1ccc(C(C)=O)cc1COc1ccc(Cl)c(C)c1	3	6	0	2	24	19	0.2	14
CC1CC(C)CN(C(=S)Nc2ccc(OC(F)F)cc2)C1 (stereo unspecified)	39	2	37	0	10	31	2.3	8
CCOCC(=O)Nc1ccc(S(=O)(=O)NCC2CCCO2)cc1 (stereo unspecified)	-19	9	5	1	2	-8	1.7	7
Cc1cc(C(=O)NNc2ccc(Cl)cc2)no1	34	19	-34	4	32	-34	0.8	6
Cc1ccccc1Nc1c(-c2cccnc2)nc2cccc(C)n12	19	8	20	2	-4	7	-0.3	-1
CCc1ccc(S(=O)(=O)/N=C2\C=C(Nc3ccc(O)cc3)C(=O)c3ccccc32)cc1	64*	-8	43	-10	54*	61*	3.0	100*
COc1ccc(-c2nn(-c3ccccc3)cc2C(=O)N2CCN(C(=O)c3ccco3)CC2)cc1	8	15	8	-1	4	16	0.9	0
Cc1cccc(NC(=O)c2ccc(OCc3c(C)noc3C)cc2)c1C	-6	6	-3	-6	14	5	-1.5	32
Cc1ccc(NC(=O)c2sc3nc(C)nc(N4CCN(c5ccccn5)CC4)c3c2C)c(C)c1	16	-2	33	0	7	16	0.1	19
CCNC(=O)/C(C#N)=C/c1c(N2CCOCC2)nc2ccccn2c1=O	12	-4	8	0	-5	-2	-2.8	-2
O=C(COC(=O)c1cccc(-n2cnnn2)c1)Nc1c(Cl)cccc1C(F)(F)F	28	-36	16	-2	-20	16	0.3	8
COc1ccc(S(=O)(=O)N2CCC(C(=O)N3CCOCC3)CC2)cc1OC	21	-15	11	0	-10	-2	-0.2	5
COc1ccccc1NC(=O)N1CCN(C)CC1	-1	-2	7	3	-20	-3	1.2	-13
CCOC(=O)c1c(NC(=O)CSc2ncn[nH]2)sc(C(=O)N(C)C)c1C	-3	-17	11	1	-1	7	0.6	-7
O=C(N/N=C/c1cccnc1)c1[nH]ncc1Br	-13	-10	20	1	-31	20	2.9	-1
Cc1ccc(NC(=O)c2cc(C(=O)c3cc(Cl)ccc3O)cn(-c3ccc(C)cc3)c2=O)cc1	12	-9	20	-1	2	16	1.8	88*
CCn1nc(C)c(Br)c1-c1nc(CS(=O)(=O)c2ccc(F)cc2)no1	4	-5	11	-2	4	-21	-0.1	11
CCCCCCSc1cc(C)nc2ncnn12	23	-31	27	1	11	3	1.5	-32
COc1ccc2nc(N3CCC(O)CC3)c(C#N)cc2c1	14	-1	14	3	-18	19	0.3	0
Cc1ccc(C)c(NC(=O)CN(C)C(=O)c2cccc(-n3cccc3)c2)c1	14	-4	-8	-2	4	4	3.1	-6
O=C(Cc1c(F)cccc1Cl)NCCN1CCOCC1	4	0	0	1	-1	3	-0.3	13
Cc1cccc(-n2ncc3c2CCCC3NC(=O)CCN2CCCCO2)c1C (stereo unspecified)	13	-5	10	-4	28	0	-1.6	28
c1ccc(-c2cn3c(n2)CCc2ccc4cccnc4c2-3)cc1	42*	8	42	13	-2	43*	1.9	21
COCCn1c(CN2CCN(c3ccc(OC)cc3)CC2)nc2c1c(=O)n(C)c(=O)n2C	7	-16	14	2	8	6	-0.7	2
CCCN=C1N(C)C[C@@H]2[C@@H]3C(=O)N(C)C(=O)[C@@H]3[C@](Cc3ccccc3)(C(=O)OC)N12	11	7	33	3	.	-9	3.9	5
Cc1[nH]c(SCC(=O)Nc2cc(S(C)(=O)=O)ccc2Cl)nc1Cc1ccccc1	22	2	11	1	-7	3	0.1	24
Cc1nn(-c2nnc(NC3CCCCC3)nn2)c(C)c1Br	45*	-88	37	-1	-75	22	3.4	-217

Entries of single compounds, quoted from the list. Values in the order: tim10-1 inh | 697 NFkB inh | tim23-1 inh | UPR XBP1 act | Jurkat NFkB inh | TIM10 inh | CHOP UPR activ | Mdm2 MdmX PPI
Record of Cc1cccc(-n2ncc3c2CCCC3NC(=O)CCN2CCCCO2)c1C (stereo unspecified) = 13 | -5 | 10 | -4 | 28 | 0 | -1.6 | 28
Record of O=C(Cc1c(F)cccc1Cl)NCCN1CCOCC1 = 4 | 0 | 0 | 1 | -1 | 3 | -0.3 | 13
Record of Cc1[nH]c(SCC(=O)Nc2cc(S(C)(=O)=O)ccc2Cl)nc1Cc1ccccc1 = 22 | 2 | 11 | 1 | -7 | 3 | 0.1 | 24
Record of c1ccc(-c2cn3c(n2)CCc2ccc4cccnc4c2-3)cc1 = 42* | 8 | 42 | 13 | -2 | 43* | 1.9 | 21
Record of Cc1nn(-c2nnc(NC3CCCCC3)nn2)c(C)c1Br = 45* | -88 | 37 | -1 | -75 | 22 | 3.4 | -217

Remaining list, next part:
SMILES	tim10-1 inh	697 NFkB inh	tim23-1 inh	UPR XBP1 act	Jurkat NFkB inh	TIM10 inh	CHOP UPR activ	Mdm2 MdmX PPI
C/C(CC(=O)NCCCN1CCOCC1)=N\NC(=O)COc1cccc2ccccc12	-4	14	2	-2	1	9	0.6	1
O=C(Cc1ccc([N+](=O)[O-])cc1)Nc1nnc(C2CC2)s1	15	-30	-1	0	8	-1	1.2	15
COc1ccccc1CCNC(=O)C(=O)NCC1OCCN1S(=O)(=O)c1cccs1 (stereo unspecified)	5	-21	-4	-1	-16	-7	0.1	-5
CC(C)Cn1c(N)c(C(=O)COC(=O)c2ccc(O)cc2)c(=O)n(C)c1=O	0	12	1	1	16	9	1.5	24
Cc1ccc(C)c(CSc2nc3[nH]ncc3c(=O)[nH]2)c1	11	-30	9	-3	66*	20	-2.8	56*
Cc1ccc(NC(=O)CN(C)C(=O)COc2cccc3cccnc23)cc1	11	9	5	0	14	5	-0.3	20
Cc1c(C(=O)N2CCc3ccccc3C2)oc2ccccc12	20	-26	39	1	-26	-5	2.7	0
CC(=C\c1ccccc1)/C=C1/SC(=S)N(CCCC(=O)O)C1=O	8	-12	18	-14	10	-1	-2.1	-5
CCN(CC)c1nc(Nc2ccccc2)nc(Oc2ccc(C(=O)OC)cc2)n1	17	9	37	2	12	18	0.2	37
CCOc1ccc(NC(=O)CN(C)C(=O)c2ccccc2SCC(=O)N2CCCC2)cc1OCC	-49	-3	-24	1	3	-31	1.0	1
CCC1c2ccc(C)n2CCN1C(=O)Nc1ccccc1C(=O)OC (stereo unspecified)	17	11	19	-1	-11	17	-4.1	6
COCCNC(=O)CSc1ccc(Cl)cc1	27	8	16	2	-8	6	-1.2	-10
O=C(NC(O)C(=O)c1cccs1)c1cccnc1 (stereo unspecified)	4	8	8	-3	-13	-5	-0.9	13
CCOC(=O)C1C(=O)CC(=O)CC1CC(C)SCC (stereo unspecified)	18	14	18	0	20	8	-3.4	16
O=C(Oc1cccc2ccccc12)C1CC1	-15	-26	-11	2	11	1	-1.1	12
CCOC(=O)CSc1nc(C)c(C(C)=O)cc1C(N)=O	2	15	3	-2	-2	15	-0.9	6
CCOC(=O)c1c(NC(=O)CC2SC(=NC)N(C)C2=O)sc(C)c1C (stereo unspecified)	5	22	11	3	8	4	0.5	25
O=C(NCc1cccs1)c1ccccc1[N+](=O)[O-]	13	14	8	-3	-5	12	-0.7	-25

Source: PubChem BioAssay (Sanford-Burnham Center for Chemical Genomics)
